POLK inh – DNA polymerase kappa (human) inhibition. AID 588579. Q9UBT6. Potency, µM (highest dose often 107 µM), for the others: top-dose activity, negative = inhibition, usual class: inhibitors. purified Pol kappa, fluorescent DNA synthesis assay, 10 min. 400,000 compounds, 0.53% hits; further: on the % scale 0 is the no-effect control and ±100 the full control effect
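Fluorescent qHTS in 1536-well format: enzyme (10 nM) and compound sat 15 min at room temperature before 50 nM substrate (final) was added. Signal taken at 0 and 10 min; no-enzyme buffer wells were negative controls.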
Pol eta inh – DNA polymerase eta (human) inhibition | Q9Y253 | recombinant Pol eta, fluorescent DNA replication assay | Potency, µM (top dose mostly 114 µM), for inactives: at the top dose activity change, negative = inhibition, usual class: inhibitors | 390,000 compounds, 1.2% hits | AID 588591; further: on the % scale 0 is the no-effect control and ±100 the full control effect
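Fluorescent replication assay: 50 nM final substrate added after a 15 min room-temperature compound preincubation with 10 nM enzyme. Signal taken at 0 min and again at 10 min.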
Apoferritin bind – binds horse apoferritin like a general anesthetic. 350,000 compounds, 0.074% hits. AID 485281. Potency, µM (doses to about 77.5 µM), inactives show at the top dose activity change, negative = displacement, actives largely listed as inhibitors. P02791. apoferritin/1-aminoanthracene competitive binding, fluorescence; further: on the % scale 0 is the no-effect control and ±100 the full control effect; nearly all actives have a fitted effect of over 20% in size
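Probe: 1-aminoanthracene (50% saturated, PBS). Protein: horse-spleen apoferritin, 10 uM. Incubation: 10 min, room temperature. Detection: 380 nm excitation, 535 nm emission. Analysis: normalized response, four-parameter Hill.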
BLM helicase inh – Bloom syndrome helicase (human) inhibition; recombinant BLM DNA unwinding, fluorescence dequenching; Potency, µM (titrated, usually from 56.1 µM), for inactives: at the top dose activity change, negative = inhibition, hits mostly inhibitors; 350,000 compounds, 0.2% hits;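 further: plate controls were vehicle for no effect and no enzyme for full effect; nearly all actives have a fitted effect of over 35% in size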
POLB inh – inhibitors of human DNA polymerase beta; 340,000 compounds, 1.3% hits; P06746; Pol beta primer extension/strand displacement, fluorescence kinetic; Potency, µM (series often up to 114 µM), for inactives: top-dose activity change, negative = inhibition, actives largely listed as inhibitors; further: on the % scale 0 is the no-effect control and ±100 the full control effect
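10 nM enzyme + cpd, 15 min RT; start with substrate 50 nM final; read 0 min and after 10 min RT. Corrected, normalized data; 4-parameter Hill curve fit.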
POLI inh – inhibitors of human DNA polymerase iota; Q9UNA4; Pol iota fluorescent replication assay, 10 min; 390,000 compounds, 1% hits; Potency, µM (titrated, usually from 115 µM), for inactives: at the top dose activity, negative = inhibition, actives largely listed as inhibitors
Target sequence (Q9UNA4 whole entry, looked up): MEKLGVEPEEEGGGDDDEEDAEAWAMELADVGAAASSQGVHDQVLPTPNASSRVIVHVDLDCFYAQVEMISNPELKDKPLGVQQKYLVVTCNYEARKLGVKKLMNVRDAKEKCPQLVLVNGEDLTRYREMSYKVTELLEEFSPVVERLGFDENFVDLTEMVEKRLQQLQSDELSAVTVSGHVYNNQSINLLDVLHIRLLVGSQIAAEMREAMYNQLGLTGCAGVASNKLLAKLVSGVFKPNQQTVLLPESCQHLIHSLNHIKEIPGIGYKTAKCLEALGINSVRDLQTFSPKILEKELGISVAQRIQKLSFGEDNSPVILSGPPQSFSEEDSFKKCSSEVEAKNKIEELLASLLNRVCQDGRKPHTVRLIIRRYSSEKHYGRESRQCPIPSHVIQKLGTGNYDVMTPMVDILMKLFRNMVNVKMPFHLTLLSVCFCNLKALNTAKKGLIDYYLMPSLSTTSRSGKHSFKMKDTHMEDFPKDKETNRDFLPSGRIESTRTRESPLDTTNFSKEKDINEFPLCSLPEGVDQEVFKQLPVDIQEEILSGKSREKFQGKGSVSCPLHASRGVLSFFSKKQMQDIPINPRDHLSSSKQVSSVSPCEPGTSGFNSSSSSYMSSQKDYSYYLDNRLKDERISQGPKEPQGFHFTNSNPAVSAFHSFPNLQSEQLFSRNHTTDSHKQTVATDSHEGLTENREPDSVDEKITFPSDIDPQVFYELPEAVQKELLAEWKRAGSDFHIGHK
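Fluorescent replication assay read twice, at 0 min and 10 min after adding 50 nM (final) substrate. Enzyme (10 nM) and compounds were first incubated 15 min at room temperature; enzyme-free buffer wells were negative controls.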
APEX1 inh – blocks human APE1 abasic DNA cleavage. recombinant APE1, TAMRA/BHQ-2 abasic DNA cleavage fluorescence. Potency, µM (highest dose often 65.8 µM), inactives show at the top dose activity change, negative = inhibition, actives largely listed as inhibitors. 350,000 compounds, 0.35% hits. AID 2517;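 further: plate controls were vehicle for no effect and reference inhibitor for full effect; nearly all actives have a fitted effect of over 55% in size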
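Substrate: short duplex with […] THF abasic site, 5'-TAMRA and 3'-BHQ-2, 50 nM final. APE1 at 0.75 nM, preincubated 15 min RT with compound. Fluorescence increase from first to third read measured activity.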
G9a block – blocks human histone lysine methyltransferase G9a; Q96KQ7; G9a H3K9 monomethylation, AlphaScreen, 2 h; Potency, µM (doses to about 102 µM), inactives show top-dose activity, negative = inhibition, usual class: inhibitors; 350,000 compounds, 8.8% hits; further: on the % scale 0 is the no-effect control and ±100 the full control effect; nearly all actives have a fitted effect of over 75% in size
Target sequence (Q96KQ7 913-1193 limits assumed): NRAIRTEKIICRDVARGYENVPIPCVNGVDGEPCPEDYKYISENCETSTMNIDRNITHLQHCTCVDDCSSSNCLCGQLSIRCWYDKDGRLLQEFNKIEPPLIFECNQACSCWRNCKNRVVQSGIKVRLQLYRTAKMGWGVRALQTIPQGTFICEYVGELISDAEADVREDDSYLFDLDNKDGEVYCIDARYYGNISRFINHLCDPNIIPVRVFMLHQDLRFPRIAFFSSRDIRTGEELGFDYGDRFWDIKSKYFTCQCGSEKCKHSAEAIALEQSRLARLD
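AlphaScreen read-out: biotin-H3K9 peptide (500 nM) methylation by 20 nM enzyme with 20 uM SAM, 2 h at room temperature after 15 min compound preincubation; anti-monomethyl H3K9 antibody plus donor/acceptor beads, 10 min dark.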
BAZ2B inh – blocks human BAZ2B; Q9UIF8; AlphaScreen BAZ2B-H3K14Ac peptide displacement; Potency, µM (doses to about 114 µM), without a hit: top-dose activity change, negative = inhibition, usual class: inhibitors; 360,000 compounds, 4.4% hits; AID 504333; further: on the % scale 0 is the no-effect control and ±100 the full control effect; nearly all actives have a fitted effect of over 60% in size
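Multi-concentration screen (max 110 uM) measuring displacement of acetylated histone H3 peptide from BAZ2B by AlphaScreen, using 50 nM protein, 50 nM peptide and 10 ug/mL streptavidin donor plus Ni-chelate acceptor beads.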
An asterisk follows results filed as active; & = joins results of further samples; [ ] = another dose, or the depositor's remark. The call rests on the fitted dose curve; in most records, active means well fitted curve in the direction sought with a large enough effect; inconclusive means small, poorly fitted or top-dose-only effect, or another doubt; inactive means no such curve, though single readings can be large; an effect the other way counts as inactive or inconclusive. Potency means the concentration at half of the fitted maximal effect. Only part of the results is shown (hit frequency here may not be typical).

Results for COc1ccc(/C(N)=N/OC(=O)c2cccc([N+](=O)[O-])c2)cc1 ?
POLK inh: -5%; Pol eta inh: -17%; Apoferritin bind: -11%; BLM helicase inh: 0%; POLB inh: -9%; POLI inh: -4%; APEX1 inh: 7%; G9a block: inconclusive; BAZ2B inh: 3%

What do the screens show for `O=C(COC(=O)c1ccc(OC(F)F)cc1)NC(=O)NC1CCCC1`?
POLK inh: -10%; Pol eta inh: -25%; POLI inh: 16%; APEX1 inh: 1%; G9a block: -8%[59 µM]; BAZ2B inh: -4%

Results for COc1cc(/C=N/NC(=S)Nc2cccc(S(=O)(=O)N(C)C)c2)ccc1O ?
POLK inh: -16%; Pol eta inh: -10%; Apoferritin bind: 4%; BLM helicase inh: -5%; POLB inh: 0%; POLI inh: 132%[activator]; APEX1 inh: -2%; G9a block: -1%[59 µM]; BAZ2B inh: -38%

Results for CCn1c(O)c(C2=NCCCC2)c2ccccc21 ?
POLK inh: -9%; Pol eta inh: -11%; Apoferritin bind: -10%; BLM helicase inh: -2%; POLB inh: 1%; POLI inh: 9%; APEX1 inh: -5%; G9a block: -21%; BAZ2B inh: -38%

What do the screens show for `Cc1ccc(-n2ncc3c(=O)n(CC(=O)NCc4ccco4)cnc32)cc1C`?
POLK inh: -10%; Pol eta inh: -5%; Apoferritin bind: 6%; BLM helicase inh: -2%; POLB inh: 7%; POLI inh: inconclusive; APEX1 inh: inconclusive; G9a block: -39%; BAZ2B inh: -3%

What do the screens show for `COc1cc2c(cc1NC(=O)CSc1nnnn1-c1ccccc1)oc1ccccc12`?
POLK inh: -2%; Pol eta inh: -4%; Apoferritin bind: -5%; BLM helicase inh: -1%; POLB inh: 16%; POLI inh: 4%; APEX1 inh: -1%; G9a block: -2%; BAZ2B inh: 4%

Results for Cc1oc(-c2ccccc2F)nc1CN1CCC(C(=O)NCCc2ccccc2)CC1 ?
POLK inh: -6%; Pol eta inh: 0%; Apoferritin bind: -4%; BLM helicase inh: 2%; POLB inh: 0%; POLI inh: inconclusive; G9a block: -7%[59 µM]; BAZ2B inh: inconclusive

How did O=C(NCCOC12CC3CC(CC(C3)C1)C2)c1cccc(Br)c1 do in these assays?
POLK inh: -3%; Pol eta inh: -13%; Apoferritin bind: inconclusive; BLM helicase inh: -7%; POLB inh: 3%; POLI inh: -9%; APEX1 inh: -4%; G9a block: 47%[59 µM]; BAZ2B inh: 10%[57.1 µM]

What do the screens show for `COC(=O)c1cc(NC(=O)C2CCCN(S(=O)(=O)c3c(C)n[nH]c3C)C2)cc(C(=O)OC)c1` (stereo unspecified)?
POLK inh: -17%; Pol eta inh: -11%; Apoferritin bind: -3%&0%; BLM helicase inh: -1%&-8%; POLB inh: 2%&-15%; POLI inh: -1%; APEX1 inh: -1%; G9a block: -12%&-3%[59 µM]; BAZ2B inh: -12%

Results for Cc1ccc2nsnc2c1NC(=O)c1cncc(Br)c1 ?
POLK inh: -16%; Pol eta inh: -3%; Apoferritin bind: -5%; BLM helicase inh: -20%; POLB inh: 1%; POLI inh: 44%[activator]; APEX1 inh: 10%; G9a block: 56µM*; BAZ2B inh: 4%

What do the screens show for `CCN(CCCNC(=O)Cn1ncc2c(=O)oc3ccccc3c21)c1cccc(C)c1`?
POLK inh: -3%; Pol eta inh: -4%; Apoferritin bind: -19%; BLM helicase inh: -5%; POLB inh: -5%; POLI inh: inconclusive; APEX1 inh: -4%; G9a block: inconclusive; BAZ2B inh: 8%

How did CCCCN(C(=O)CCCc1nc2ccccc2s1)c1c(N)n(CC(C)C)c(=O)[nH]c1=O do in these assays?
POLK inh: -8%; Pol eta inh: -21%; POLI inh: 28%; APEX1 inh: -31%; G9a block: 0%[12.7 µM]; BAZ2B inh: 0%

How did COc1cccc(C(=O)Nc2ccccc2N2CCOCC2)c1 do in these assays?
POLK inh: -9%; Pol eta inh: 2%; Apoferritin bind: -7%; BLM helicase inh: -2%; POLB inh: -5%; POLI inh: 16%; APEX1 inh: -7%; G9a block: -19%[12.7 µM]; BAZ2B inh: 2%

How did COc1cc(C(=O)NCc2ncccc2C)ccc1OC1CCN(C(C)=O)CC1 do in these assays?
POLK inh: 0%; Pol eta inh: -6%; Apoferritin bind: -2%; BLM helicase inh: 1%; POLB inh: 35%; POLI inh: 49%[activator]; APEX1 inh: 19%; G9a block: 15%; BAZ2B inh: -11%

Results for CCOC(=O)c1[nH]c(C)c(C)c1C ?
POLK inh: -8%; Pol eta inh: 3%; Apoferritin bind: -15%; BLM helicase inh: -1%; POLB inh: -2%; POLI inh: 0%; APEX1 inh: 9%; G9a block: 32%[12.7 µM]; BAZ2B inh: inconclusive

How did CSc1ncccc1C(=O)NCc1ccccc1Cl do in these assays?
POLK inh: -3%; Pol eta inh: -17%; Apoferritin bind: -4%; BLM helicase inh: 0%; POLB inh: -15%; POLI inh: 33%[activator]; APEX1 inh: 51%[activator]; G9a block: -10%; BAZ2B inh: 3%

How did CC(C)(C)c1ccc(C(=O)NNC(=O)C2CCCCC2)cc1 do in these assays?
POLK inh: -7%; Pol eta inh: -17%; Apoferritin bind: 6%; BLM helicase inh: 5%; POLB inh: 16%; POLI inh: 23%; APEX1 inh: 0%; G9a block: inconclusive; BAZ2B inh: inconclusive

Results for Cc1nc2nc(SCc3ccc([N+](=O)[O-])cc3)[nH]c2cc1Br ?
POLK inh: -17%; Pol eta inh: -3%; Apoferritin bind: -1%; BLM helicase inh: -1%; POLB inh: inconclusive; POLI inh: -10%; APEX1 inh: 3%; G9a block: -27%; BAZ2B inh: -8%

Results for CCn1c(=O)cc(N2CCOCC2)[nH]c1=O ?
POLK inh: -2%; Pol eta inh: -6%; Apoferritin bind: -5%; BLM helicase inh: 0%; POLB inh: 16%; POLI inh: 48%[activator]; APEX1 inh: 0%; G9a block: -41%

Results for O=C(NC(NC(=S)Nc1ccccc1C(=O)O)C(Cl)(Cl)Cl)c1cccc([N+](=O)[O-])c1 (stereo unspecified) ?
POLK inh: -7%; Pol eta inh: -8%; Apoferritin bind: -18%; BLM helicase inh: -1%; POLB inh: 9%; POLI inh: inconclusive; APEX1 inh: 9%; G9a block: inconclusive; BAZ2B inh: -6%

Results for NC(=O)c1ccsc1NC(=O)CCS(=O)(=O)c1ccc(Cl)cc1 ?
POLK inh: -27%; Pol eta inh: -4%; POLI inh: 16%; APEX1 inh: 43%; G9a block: 35µM*; BAZ2B inh: 1%

Results for CC(C)c1ccccc1OS(N)(=O)=O ?
POLK inh: 10%; Pol eta inh: -10%; Apoferritin bind: inconclusive; BLM helicase inh: 1%; POLB inh: 63%; POLI inh: 1%; APEX1 inh: 6%; BAZ2B inh: -2%

What do the screens show for `COc1ccc(C2CC(=O)Oc3cc(OC)ccc32)cc1` (stereo unspecified)?
POLK inh: 5%&-2%; Pol eta inh: -8%; Apoferritin bind: 0%[110 µM]; BLM helicase inh: -8%[75.6 µM]; POLI inh: 20%; APEX1 inh: 38%&-4%[activator]; G9a block: 32%

How did CCC(CC)NC(=O)CCc1nc2ccccc2c(=O)[nH]1 do in these assays?
POLK inh: 4%; Pol eta inh: 4%; Apoferritin bind: -6%; BLM helicase inh: -4%; POLB inh: 3%; POLI inh: 16%; APEX1 inh: 1%; G9a block: 1%[59 µM]; BAZ2B inh: 2%

Results for O=[N+]([O-])c1ccc(CSc2ccc(S(=O)(=O)N3CCOCC3)cn2)cc1 ?
POLK inh: -3%; Pol eta inh: -11%; POLI inh: 18%; APEX1 inh: 31%; G9a block: 20µM*; BAZ2B inh: -27%

What do the screens show for `O=C(O)C1CC=CCC1C(=O)NNS(=O)(=O)c1ccccc1` (stereo unspecified)?
POLK inh: -14%; Pol eta inh: -3%; Apoferritin bind: 2%; BLM helicase inh: 1%; POLB inh: -6%; POLI inh: 34%[activator]; APEX1 inh: -2%; G9a block: 28%; BAZ2B inh: -15%

Results for COc1cccc(C(=O)Nc2ccc(NC(=O)C(C)(C)C)cn2)c1 ?
POLK inh: 1%; Pol eta inh: 9%; Apoferritin bind: -5%; BLM helicase inh: 2%; POLB inh: -16%; POLI inh: 30%; APEX1 inh: -3%; G9a block: 5%[12.7 µM]; BAZ2B inh: -5%

Results for Cc1ccc(S(=O)(=O)NC(=NC2CCCCC2)c2ccc(Cl)cc2)cc1 ?
POLK inh: 3%; Pol eta inh: -12%; Apoferritin bind: 1%; BLM helicase inh: -1%; POLB inh: 75%; POLI inh: 63%[activator]; APEX1 inh: 18%; G9a block: 14%; BAZ2B inh: 8%

Results for COc1ccccc1N1C(=O)c2ccc(C(=O)Nc3ccc(C(=O)O)cc3)cc2C1=O ?
POLK inh: -3%; Pol eta inh: 1%; Apoferritin bind: 10%; BLM helicase inh: -2%; POLB inh: 40%; POLI inh: 145%[activator]; APEX1 inh: 4%; G9a block: 20%; BAZ2B inh: 2%

What do the screens show for `CCOC(=O)CCN(Cc1ccccc1)S(=O)(=O)c1csc(C(N)=O)c1`?
POLK inh: 1%&-13%; Pol eta inh: 3%&-18%; Apoferritin bind: -7%&4%; BLM helicase inh: -1%&-4%; POLB inh: 27%&-2%; POLI inh: -10%&17%; APEX1 inh: 1%; G9a block: 4%[59 µM]; BAZ2B inh: -6%&-5%

Compounds above that contain fluorine, in the order listed:
What do the screens show for `O=C(COC(=O)c1ccc(OC(F)F)cc1)NC(=O)NC1CCCC1`?
POLK inh: -10%; Pol eta inh: -25%; POLI inh: 16%; APEX1 inh: 1%; G9a block: -8%[59 µM]; BAZ2B inh: -4%

Results for Cc1oc(-c2ccccc2F)nc1CN1CCC(C(=O)NCCc2ccccc2)CC1 ?
POLK inh: -6%; Pol eta inh: 0%; Apoferritin bind: -4%; BLM helicase inh: 2%; POLB inh: 0%; POLI inh: inconclusive; G9a block: -7%[59 µM]; BAZ2B inh: inconclusive
